From PubChem BioAssay
HTT ATP protect: cytoprotection in Huntington HTT-Q103 PC12 cell model; actives 0.14% (n = 230,000); Potency, µM (series often up to 56.4 µM), for the others: cytoprotection (ATP increase), usual class: activators; PC12 HTT-Q103 induced, cytoprotection, ATP luminescence, 40 h; active means well fitted activation curve with a large enough effect;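 further: % of control where 0% means no effect; nearly all actives have a fitted effect of over 45% in size; toxic huntingtin expression switched on by the ecdysone agonist tebufenozide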
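Cells were plated at 1500 per well in phenol red-free DMEM with 5% equine and 5% calf serum. Tebufenozide (100 nM final) and compounds were added, then ATPlite reagent, and luminescence was read.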
Numbers without * were called inactive; [ ] = another dose, or the depositor's remark. Potency means the concentration at half of the fitted maximal effect. The list is partial; count on the stated rates, not on these rows.

`COc1ccc(C2C(C(C)=O)=C(C)N=c3s/c(=C\c4ccc5c(c4)OCO5)c(=O)n32)c(OC)c1` (stereo not drawn) gave HTT ATP protect 17%.
For Cn1c(=O)n(CCc2ccccc2)c(=O)c2c1nc1n2CCCN1c1ccc(F)cc1 the results were HTT ATP protect -10%[0.074 µM].
`COC(=O)c1cccc(Oc2nc(N3CCOCC3)nc(N3CCOCC3)n2)c1` gave HTT ATP protect 9%[0.074 µM].
For CCNC(=O)[C@@H]1O[C@@H](n2cnc3c(NCc4ccccc4)ncnc32)[C@@H](O)[C@H]1O the results were HTT ATP protect -15%[1.9 µM].
`Cc1nn(C(=O)CCCC(=O)n2nc(C)c(Cl)c2C)c(C)c1Cl` gave HTT ATP protect -8%[0.074 µM].
For CCC(c1nnc(SCC(=O)NCC2CCCO2)n1Cc1ccccc1)N(C)C (stereo not drawn) the results were HTT ATP protect -4%[10 µM].
Screening N#C/C(C(=O)N1CCOCC1)=C1/SC=C(c2ccccc2)N1c1ccccc1 returned HTT ATP protect -13%.
For Cc1cc2nnc(SCC(=O)NCc3ccco3)n2c2ccccc12 the results were HTT ATP protect -73%[inhibitor][10 µM].
`Cn1c(=O)c2c(nc(CN3CCOCC3)n2Cc2ccccc2)n(C)c1=O` gave HTT ATP protect -9%[10 µM].
`CCCc1cc(N2CCCC(C(=O)Nc3cc(Cl)ccc3OC)C2)n2ncnc2n1` (stereo not drawn) gave HTT ATP protect -32%[10 µM].
Screening COc1ccc(C2c3c(oc4ccccc4c3=O)C(=O)N2CCN2CCOCC2)cc1OC (stereo not drawn) returned HTT ATP protect -2%[0.074 µM].
Screening COCCCNC(CC(=O)Nc1ccccc1C(=O)OC)C(=O)O (stereo not drawn) returned HTT ATP protect -7%[0.074 µM].
Screening COc1ccc(Br)cc1CNC(=O)C1CCC(=O)N1C(C)C (stereo not drawn) returned HTT ATP protect 2%.
CCN(CC)CC(=O)Nc1cc(C)c2c(=O)oc3ccccc3c2n1 was read as HTT ATP protect -7%.
Screening C=CCn1cc(C(=O)NCCCOC)c(=O)c2cc(S(=O)(=O)N3CCC(C)CC3)ccc21 returned HTT ATP protect -7%.
For CC1CCN(Cc2nc3c(c(=O)n(C)c(=O)n3C)n2CCN2CCOCC2)CC1 the results were HTT ATP protect -10%[10 µM].
Screening O=C(c1ccccc1)c1ccc(C(=O)O)c(C(=O)O)c1 returned HTT ATP protect -7%.
`COC(=O)[C@@H]1[C@H]2C[C@H]3c4[nH]c5cc(OC)ccc5c4CCN3C[C@@H]2C[C@@H](OC(=O)c2cc(OC)c(OC)c(OC)c2)[C@@H]1OC` gave HTT ATP protect -19%.
`O=C(NCc1ccco1)C(c1ccco1)N(C(=O)Cn1nnc2ccccc21)c1ccc2c(c1)CCC2` (stereo not drawn) gave HTT ATP protect 8%[10 µM].
Screening COc1cccc(C2C(C(=O)c3ccco3)=C(O)C(=O)N2CCCN2CCOCC2)c1OC (stereo not drawn) returned HTT ATP protect 0%[10 µM].

2 records picked at random from those above:
CCN(CC)CC(=O)Nc1cc(C)c2c(=O)oc3ccccc3c2n1 was read as HTT ATP protect -7%.
Screening COc1ccc(C2c3c(oc4ccccc4c3=O)C(=O)N2CCN2CCOCC2)cc1OC (stereo not drawn) returned HTT ATP protect -2%[0.074 µM].

Later entries
`CC(NC(=O)c1cc(-c2ccc(O)cc2)on1)c1ccccc1` (stereo not drawn) gave HTT ATP protect -20%.
For COc1ccc(C)cc1NC(=O)c1nc2nc(C)cc(C)n2n1 the results were HTT ATP protect -9%[10 µM].
Screening C[C@@]12C[C@H](O)[C@@H]3[C@H](CCC4=CC(=O)CC[C@]43C)[C@H]1CC[C@@H]2c1csc(N)n1 returned HTT ATP protect -3%[10 µM].
For C[C@H](N)C(=O)OC(C)(C)Cc1ccc(Cl)cc1 the results were HTT ATP protect 10%[1.9 µM].
CCC1Cc2c(nc3c4c(nc(N5CCOCC5)c(C#N)c24)NC(C)=N3)O1 (stereo not drawn) was read as HTT ATP protect -4%[10 µM].
For Cc1cc2ccccc2n1CCNC(=O)C1CC1 the results were HTT ATP protect 17%.
`COc1ccc(Cn2c(C)nc3c(c2=O)c2nc4ccccc4nc2n3Cc2ccco2)cc1` gave HTT ATP protect -22%[0.074 µM].
Cc1cc(C)c2cc(CN(CC3CCCO3)C(=O)NC3CCCCC3)c(=O)[nH]c2c1 (stereo not drawn) was read as HTT ATP protect -5%[10 µM].
C=CCN1CCc2c(cc(O)c(O)c2Br)[C@H](c2ccccc2)C1 was read as HTT ATP protect -11%[1.9 µM].
For Cc1cc(C)n(-c2nc3c(c(=O)n(Cc4ccc(Cl)c(Cl)c4)c(=O)n3C)n2C)n1 the results were HTT ATP protect -15%[0.074 µM].
`NC(=O)C1=CN([C@@H]2O[C@@H](COP(=O)(O)OP(=O)(O)OC[C@@H]3O[C@H](n4cnc5c(N)ncnc54)[C@@H](OP(=O)(O)O)[C@@H]3O)[C@H](O)[C@@H]2O)C=CC1` gave HTT ATP protect -16%[1.9 µM].
For Cc1ccc(S(=O)(=O)n2nc(OC(=O)c3ccco3)cc2N)cc1 the results were HTT ATP protect -17%[10 µM].
Screening C[C@@H]1CC[C@H]2[C@H](C)[C@H]3[C@H](C[C@H]4[C@@H]5CC=C6C[C@@H](O)CC[C@@]6(C)[C@@H]5C[C@@H](O)[C@]34C)N2C1 returned HTT ATP protect 15%[10 µM].
`CC(=O)[C@H]([C@@H](c1ccccc1)N1CCOCC1)N1CCOCC1` gave HTT ATP protect 3%[10 µM].
O=C(O)/C=C\c1cnc[nH]1 was read as HTT ATP protect -6%[1.9 µM].
`O=C(CCn1c(=S)[nH]c2cc3c(cc2c1=O)OCO3)NCCN1CCCC1` gave HTT ATP protect -5%[0.074 µM].
Cn1c(O)c(C=NCCCCCC(=O)O)c(=O)n(C)c1=O was read as HTT ATP protect -10%.
Screening CCOC(=O)c1c(NC(=O)c2cccs2)sc(C(=O)N2CCOCC2)c1C returned HTT ATP protect -22%[10 µM].
`CNC(=O)[C@@H]1O[C@@H](n2cnc3c(NCc4ccc(N)cc4)ncnc32)[C@@H](O)[C@H]1O` gave HTT ATP protect -2%[1.9 µM].
For Nc1nc(NCc2cccs2)nn1-c1ccccc1 the results were HTT ATP protect -4%[10 µM].
C=C/C(C)=C/[C@]1(C)SC(=O)C(C)=C1O was read as HTT ATP protect -3%[1.9 µM].
Screening Cc1ccc(-c2nc(C(=O)NC3CCCCCC3)no2)cc1 returned HTT ATP protect 2%.
Screening O=C(O)/C=C\[C@H](O)c1ccc(Cl)cc1 returned HTT ATP protect -18%[1.9 µM].
For CCOc1ccc(-c2nn3c(-c4ccc(F)cc4)nnc3s2)cc1 the results were HTT ATP protect 4%.
COc1ccc(-c2coc3ccc(O[C@@H]4O[C@@H](COC(C)=O)[C@@H](OC(C)=O)[C@@H](OC(C)=O)[C@H]4OC(C)=O)c(OC(C)=O)c3c2=O)cc1 was read as HTT ATP protect -20%.
For O=C1c2c(O)cc(O)cc2O[C@@H](c2ccc(O)c(O)c2)[C@H]1O the results were HTT ATP protect -8%[1.9 µM].
Screening Cn1c(=O)c2c(nc(CN3CCCCC3)n2CCCc2ccccc2)n(C)c1=O returned HTT ATP protect 9%[10 µM].
Screening N[C@H](CS(=O)O)C(=O)O returned HTT ATP protect 6%[1.9 µM].
`Cc1nnc2ccc(N3CCC(C(N)=O)(N4CCCCC4)CC3)nn12` gave HTT ATP protect -10%.
O=C(COc1nnc2ccccn12)N1CCN(S(=O)(=O)c2ccccc2)CC1 was read as HTT ATP protect 2%[10 µM].
For Cc1nnc(SCCn2c(N3CCCCC3)nc3c2c(=O)n(C)c(=O)n3C)s1 the results were HTT ATP protect -24%[10 µM].
Screening Cc1cc(C)c(/C=C2/C(=O)Nc3ccccc32)[nH]1 returned HTT ATP protect 28%[1.9 µM].
Screening Nc1nc(-c2cccnc2)nn1S(=O)(=O)c1ccccc1 returned HTT ATP protect -16%[0.074 µM].
For CCCCS(=O)(=O)NC1=NCN(CCOC(=O)c2ccccc2)CN1 the results were HTT ATP protect -4%.
`Cc1noc(C)c1CSc1nnc2c(C)cc3ccccc3n12` gave HTT ATP protect -17%[0.074 µM].
Screening Cn1nc(-c2ccc(C(=O)N3CCN(c4ccccc4)CC3)cc2)c2ccccc2c1=O returned HTT ATP protect -7%[0.074 µM].
Screening Cc1nc(NC2=NCN(CCc3ccccc3)CN2)nc2c(C)cccc12 returned HTT ATP protect -27%[0.074 µM].
For CNc1ncnc2c1ncn2[C@@H]1O[C@@H](CO)[C@H](O)[C@@H]1O the results were HTT ATP protect 12%[1.9 µM].
COc1ccc(-c2nnc(SCC(=O)N3CCCC3)o2)cc1OC was read as HTT ATP protect 2%[10 µM].
Screening N[C@@H](Cc1c[nH]c2ccccc12)C(=O)NCC(=O)O returned HTT ATP protect -8%.
`CC1Cn2c(nnc2-c2cccs2)S1` (stereo not drawn) gave HTT ATP protect 14%[0.074 µM].
`Cn1c(=O)c2c(nc(SCC(=O)NC3CCCCC3)n2C)n(C)c1=O` gave HTT ATP protect -7%.
For COc1ccc(-n2c(=O)c3c4c(sc3n3cnnc23)CC(C)CC4)cc1 (stereo not drawn) the results were HTT ATP protect -2%.
Screening COc1cc(C(=O)O[C@@H]2CC(C)=CC[C@@]3(C)CC[C@](O)(C(C)C)[C@H]23)ccc1O returned HTT ATP protect 19%.
`COc1cccc(OCC(=O)Nc2c(C(=O)Nc3ccc(OC)cc3OC)oc3ccccc23)c1` gave HTT ATP protect -8%[0.074 µM].
CC1CCCC(N2CCN(C(=O)c3ccc(F)cc3)CC2)C1 (stereo not drawn) was read as HTT ATP protect 2%.
Cc1c(C(=O)OCc2cc(=O)n3cc(Br)ccc3n2)oc2ccccc12 was read as HTT ATP protect 2%[10 µM].
For O=C(CSc1ccc2nnc(-c3cccs3)n2n1)N1CCOCC1 the results were HTT ATP protect -13%.
`CO/N=C(\C(=O)N[C@@H]1C(=O)N2C(C(=O)O)=C(CSc3nc(=O)c(O)nn3C)CS[C@@H]12)c1csc(N)n1` gave HTT ATP protect 4%[1.9 µM].
`COc1ccccc1CNC(=O)c1cc2c(=O)n(C)c3ccccc3c2n1C` gave HTT ATP protect -7%.

By substructure, the compounds so far containing two or more sulfur atoms.
Screening CCOC(=O)c1c(NC(=O)c2cccs2)sc(C(=O)N2CCOCC2)c1C returned HTT ATP protect -22%[10 µM].
For Cc1nnc(SCCn2c(N3CCCCC3)nc3c2c(=O)n(C)c(=O)n3C)s1 the results were HTT ATP protect -24%[10 µM].
`CC1Cn2c(nnc2-c2cccs2)S1` (stereo not drawn) gave HTT ATP protect 14%[0.074 µM].
For O=C(CSc1ccc2nnc(-c3cccs3)n2n1)N1CCOCC1 the results were HTT ATP protect -13%.
`CO/N=C(\C(=O)N[C@@H]1C(=O)N2C(C(=O)O)=C(CSc3nc(=O)c(O)nn3C)CS[C@@H]12)c1csc(N)n1` gave HTT ATP protect 4%[1.9 µM].

Additional records.
`O=C(CSc1ccc2nnc(-c3ccc(Cl)cc3)n2n1)N1CCN(c2ccccc2)CC1` gave HTT ATP protect -9%.
Screening COc1cc([C@H](O)CO)ccc1O returned HTT ATP protect 5%[1.9 µM].
Screening O=C(O)CCC(=O)NC1CCCCC1NC(=O)CCC(=O)O (stereo not drawn) returned HTT ATP protect -1%[10 µM].
For N[C@H](CCC(=O)NCS(=O)(=O)O)C(=O)O the results were HTT ATP protect 9%[1.9 µM].
CCOC(=O)c1ccc2[nH]c(C)c(CN3CCN(C)CC3)c(=O)c2c1 was read as HTT ATP protect -9%.
Screening O=C(Nc1ccc(Cl)c(Cl)c1)Nc1cc(C(=O)N2CCOCC2)ccc1N1CCCCC1 returned HTT ATP protect -16%[0.074 µM].
For Cc1oc(-c2ccc(F)cc2)cc1-c1nn2c(-c3ccco3)nnc2s1 the results were HTT ATP protect -5%[0.074 µM].
COc1cc2nc(N3CC=[N+](C(=O)c4ccco4)CC3)nc(N)c2cc1OC was read as HTT ATP protect -76%[1.9 µM].
`C[C@H]1[C@H](C)CC[C@@]2(C(=O)O)CC[C@]3(C)C(=CC[C@@H]4[C@@]5(C)CC[C@H](O)C(C)(C)[C@@H]5CC[C@@]43C)[C@@H]12` gave HTT ATP protect 6%.
For NC(=O)C1CCN(CCCNC2CC(=O)N(Cc3ccc(N4CCCC4=O)cc3)C2=O)CC1 (stereo not drawn) the results were HTT ATP protect -9%.
Screening CC(C)CCNC(=O)Cn1c(NCCC(C)C)nc2c1c(=O)n(C)c(=O)n2C returned HTT ATP protect -6%.
Screening COc1ccc(C(=O)N(Cc2ccco2)Cc2cc3cc(C)ccc3[nH]c2=O)cc1OC returned HTT ATP protect -28%[0.074 µM].
CCCCCCCCCC[Si](C)(C)CCC(=O)N[C@@H](Cc1ccc(C)cc1)c1ccccc1 was read as HTT ATP protect -8%[1.9 µM].
`CCOC(=O)c1c(NC(=O)CSc2nnc(-c3ccc(OC)cc3)o2)sc2c1CCC2` gave HTT ATP protect 4%[0.074 µM].
Screening COc1ccccc1/C=c1\sc2nc(-c3cccs3)nn2c1=O returned HTT ATP protect -11%[0.074 µM].
Screening CCOC(=O)C1CCN(C(c2cc3cc(C)cc(C)c3[nH]c2=O)c2nnnn2C2CCCCC2)CC1 (stereo not drawn) returned HTT ATP protect -8%[10 µM].
`CC(=O)c1c(C(C)=O)c(C)n(CCCCn2c(C)c(C(C)=O)c(C(C)=O)c2C)c1C` gave HTT ATP protect 3%.
Screening O=C(NCCN1CCOCC1)c1ccc(CS(=O)(=O)c2ccc(Br)cc2)o1 returned HTT ATP protect 16%.
`CCOc1ccc(S(=O)(=O)Nc2cccc(Cl)c2)cc1` gave HTT ATP protect -24%[0.074 µM].
Screening Cn1ncc2c1ncn1c(-c3ccccc3Cl)nnc21 returned HTT ATP protect -11%[10 µM].
CC(C)Cn1c(=O)c(C2=NS(=O)(=O)c3ccccc3N2)c(O)c2ccccc21 was read as HTT ATP protect -1%.
Screening CC1=C(C(=O)O)N2C(=O)[C@@H](NC(=O)[C@@H](N)C3=CCC=CC3)[C@@H]2SC1 returned HTT ATP protect 5%[1.9 µM].
`CN(CCNC(=O)C1CC(=O)N(C2CCCC2)C1)Cc1ccccc1` (stereo not drawn) gave HTT ATP protect -5%.
